# KB-V1 cytotox – KB-V1 MDR subline cytotoxicity; 400,000 tested, 3.4% active; KB-V1 MDR cells viability, CellTiter-Glo, 72 h; AID 1347076; Potency, µM (titrated, usually from 46.1 µM), for inactives: top-dose activity change, negative = cytotoxicity, hits mostly cytotoxic; also: potency is read from the fitted curve at half-maximal effect; % is scaled to controls: 0 for no effect and ±100 for the full control effect; nearly all actives have a fitted effect of over 60% in size
#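 Following 72 h at 37 degrees C with compound, KB-V1 cell viability was read by CellTiter-Glo luminescence, medium being phenol-red-free DMEM plus 10% FBS; concentration-response parameters came from normalized, curve-fitted qHTS data.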
# ATXN2 expr inh – reduces ATXN2 reporter expression in HEK-293 cells | HEK-293 ATXN2-luciferase reporter, luminescence, 24 h | Potency, µM (titrated, usually from 57 µM), without a hit: top-dose activity change, negative = inhibition, hits mostly inhibitors | 360,000 tested, 0.72% active; also: potency is read from the fitted curve at half-maximal effect; % is scaled to controls: 0 for no effect and ±100 for the full control effect; nearly all actives have a fitted effect of over 55% in size
#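 qHTS (up to 57 uM final) was run with 24 h compound exposure of reporter cells at 37 °C. Each well was multiplexed: SteadyGlo luminescence measured ATXN2-luciferase expression after a fluorogenic Gly-Phe-AFC viability readout (25 uM final).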
# IL1B secr inh – inhibitors of inflammasome signaling (IL-1 beta secretion). THP-1 LPS/ATP IL-1B secretion, AlphaLISA, 16 h; hits give low values. activity change, % at 57.5 µM. 360,000 tested, 4.7% active; in the data active = activity change below about -50%; inconclusive = mostly about -30% to -49%; also: % is scaled to controls: 0 for no effect and ±100 for the full control effect
#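 THP-1 cells pretreated 1 hr with compounds (up to 57.5 uM final), then stimulated with LPS (250 ng/mL final) plus ATP (1.25 mM final); secreted IL-1B measured by AlphaLISA after 16 hr, decreased signal indicating inhibition.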
# HT1080NT lethal – kills 2HG-producing HT-1080-NT fibrosarcoma cells; HT-1080-NT fibrosarcoma viability, CellTiter-Glo ATP luminescence, 48 h; Potency, µM (doses to about 46.1 µM), inactives show top-dose activity, negative = less viability, usual class: cytotoxic; 360,000 tested, 1.6% active;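 also: NT is the 2HG producing partner of a matched IDH1 knockdown line; potency is read from the fitted curve at half-maximal effect; 0% = DMSO-treated cells and -100% = media-only wells without cells; nearly all actives have a fitted effect of over 55% in size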
#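 A 48-hour cytotoxicity screen used HT-1080-NT cells plated 2 hours before compound delivery. ATP-based CellTiter-Glo luminescence measured viability, normalized to DMSO and no-cell controls.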
# SW480 rerep – inducers of DNA re-replication in SW480 colon cancer cells. SW480 DNA re-replication, Hoechst DNA content imaging, 48 h. Potency, µM (top dose mostly 46.1 µM), for the others: top-dose re-replication activation, usual class: activators. 340,000 tested, 1.8% active; also: potency is read from the fitted curve at half-maximal effect; % of control where 0% means no effect; nearly all actives have a fitted effect of over 55% in size
#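 Hoechst fluorescence of nuclei (405 nm excitation, 500-530 nm emission) measured by plate-scanning imager after 48 hr compound exposure at 37 C; re-replication scored as increased number of nuclei with elevated intensity.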
# HT1080 IDH1KD tx – HT-1080 IDH1 knockdown cell toxicity (counter line); AID 686971; Potency, µM (top dose mostly 46.1 µM), without a hit: at the top dose activity, negative = toxicity, hits mostly cytotoxic; HT-1080 IDH1 knockdown viability, ATP luminescence, 48 h; 360,000 tested, 2% active;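 also: potency is read from the fitted curve at half-maximal effect; 0% = DMSO wells and -100% = cell-free medium wells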
#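 Cytotoxicity counter-line: IDH1KD HT-1080, 48 h, CellTiter-Glo. Curves classed by r2, magnitude and activity.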
# KB-3-1 cytotox – KB-3-1 parental cell cytotoxicity; KB-3-1 viability, CellTiter-Glo ATP luminescence, 72 h; Potency, µM (top dose mostly 46.1 µM), for inactives: at the highest dose activity change, negative = cytotoxic, most hits filed as cytotoxic; 400,000 tested, 1.4% active; AID 1347075; also: potency is read from the fitted curve at half-maximal effect; % is scaled to controls: 0 for no effect and ±100 for the full control effect; nearly all actives have a fitted effect of over 60% in size
#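 Cells are dispensed, compounds pinned in, plates held at 37 °C for 72 h, then CellTiter-Glo is added and luminescence read after 10 minutes. Cell line: parental KB-3-1 in phenol-red-free DMEM, 10% FBS.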
# MCF10A rerep – DNA re-replication induction in MCF 10a cells; MCF 10A DNA re-replication, Hoechst nuclear intensity, 48 h; Potency, µM (top dose mostly 46.1 µM), for the others: at the highest dose activity, positive = re-replication, most hits filed as activators; 350,000 tested, 2.9% active; also: potency is read from the fitted curve at half-maximal effect; % of control where 0% means no effect; nearly all actives have a fitted effect of over 50% in size
# WRN inhibitor – inhibitors of human WRN helicase; WRN helicase unwinding, fluorescent forked duplex, kinetic; Q14191; Potency, µM (titrated, usually from 114 µM), for the others: at the top dose activity change, negative = inhibition, most hits filed as inhibitors; AID 651768; 360,000 tested, 0.46% active; also: potency is read from the fitted curve at half-maximal effect; % is scaled to controls: 0 for no effect and ±100 for the full control effect; nearly all actives have a fitted effect of over 55% in size
# Target sequence (Q14191 whole entry, looked up): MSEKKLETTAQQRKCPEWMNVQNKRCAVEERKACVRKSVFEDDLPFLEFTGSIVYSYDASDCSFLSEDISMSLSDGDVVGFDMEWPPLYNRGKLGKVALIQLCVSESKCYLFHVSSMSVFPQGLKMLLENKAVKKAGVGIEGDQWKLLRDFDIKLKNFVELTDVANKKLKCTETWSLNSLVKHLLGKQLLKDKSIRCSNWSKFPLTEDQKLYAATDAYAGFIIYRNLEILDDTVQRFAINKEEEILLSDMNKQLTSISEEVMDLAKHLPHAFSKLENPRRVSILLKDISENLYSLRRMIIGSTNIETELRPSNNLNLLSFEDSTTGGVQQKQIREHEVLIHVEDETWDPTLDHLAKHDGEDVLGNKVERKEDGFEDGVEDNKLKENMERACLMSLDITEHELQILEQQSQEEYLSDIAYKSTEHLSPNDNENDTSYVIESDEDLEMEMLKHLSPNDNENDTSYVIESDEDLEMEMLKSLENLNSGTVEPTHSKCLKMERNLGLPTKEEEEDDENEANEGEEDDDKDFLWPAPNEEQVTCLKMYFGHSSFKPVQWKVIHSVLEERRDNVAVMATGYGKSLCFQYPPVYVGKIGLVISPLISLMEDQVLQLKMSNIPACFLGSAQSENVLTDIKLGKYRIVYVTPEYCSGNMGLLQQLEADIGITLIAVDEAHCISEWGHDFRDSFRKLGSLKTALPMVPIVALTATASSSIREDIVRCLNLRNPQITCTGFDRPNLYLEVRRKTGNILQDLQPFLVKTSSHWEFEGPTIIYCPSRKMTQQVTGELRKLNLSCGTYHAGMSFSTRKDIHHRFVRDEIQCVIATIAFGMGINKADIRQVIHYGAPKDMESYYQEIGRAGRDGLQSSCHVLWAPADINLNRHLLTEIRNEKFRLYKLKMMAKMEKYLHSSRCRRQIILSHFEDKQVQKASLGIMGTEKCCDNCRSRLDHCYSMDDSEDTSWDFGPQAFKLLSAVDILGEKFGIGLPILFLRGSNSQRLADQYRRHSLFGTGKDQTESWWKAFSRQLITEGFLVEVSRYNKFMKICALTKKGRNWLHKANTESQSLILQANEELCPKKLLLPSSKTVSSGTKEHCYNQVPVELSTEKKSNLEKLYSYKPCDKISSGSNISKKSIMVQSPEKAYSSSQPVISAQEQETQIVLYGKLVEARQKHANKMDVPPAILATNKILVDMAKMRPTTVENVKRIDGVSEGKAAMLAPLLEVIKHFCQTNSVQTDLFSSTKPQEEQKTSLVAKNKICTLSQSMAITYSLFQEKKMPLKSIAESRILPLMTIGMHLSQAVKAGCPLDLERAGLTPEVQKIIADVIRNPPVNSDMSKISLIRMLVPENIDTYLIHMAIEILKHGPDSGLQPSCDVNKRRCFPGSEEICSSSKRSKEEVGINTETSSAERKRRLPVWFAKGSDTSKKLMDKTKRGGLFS
#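 WRN at 20 nM final was preincubated with compound for 15 min at room temperature; reaction started with 100 nM forked duplex oligonucleotide carrying fluorophore and quencher plus 2 mM ATP (final). Unwinding followed kinetically by red fluorescence (ex 525/em 598 nm).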
# An asterisk follows results filed as active; ? = inconclusive; nt = not tested or not shown; [ ] = dose if it differs, or a comment. Unless noted, calls follow the shape of the dose curve; as a rule, active = well fitted curve in the direction sought with a large enough effect; inconclusive = small, poorly fitted or top-dose-only effect, or another doubt; inactive = no such curve, though single readings can be large; an effect the other way counts as inactive or inconclusive.
# Preview (three entries):
SMILES,KB-V1 cytotox,ATXN2 expr inh,IL1B secr inh,HT1080NT lethal,SW480 rerep,HT1080 IDH1KD tx,KB-3-1 cytotox,MCF10A rerep,WRN inhibitor
O=C(Nc1ccc(Cl)c(Cl)c1)c1ccc(Cn2cc(Cl)cn2)cc1,-28%,nt,-15,?,5%,?,?,?,-9%
COc1cccc(CN(C)C(=O)c2cccc(S(=O)(=O)N3CCN(c4ccccc4)CC3)c2)c1OC,-5%,?,-3,-1%,-14%,-10%,?,13%,-3%
CCC(SC1=N/C(=C/c2ccccc2)C(=O)N1c1ccccc1)C(=O)Nc1cc(C)on1 (centres undefined),-16%,-14%,-16,3%,?,-9%,-5%,28%,-8%

# The whole of this part, previewed entries included:
SMILES,KB-V1 cytotox,ATXN2 expr inh,IL1B secr inh,HT1080NT lethal,SW480 rerep,HT1080 IDH1KD tx,KB-3-1 cytotox,MCF10A rerep,WRN inhibitor
O=C(Nc1ccc(Cl)c(Cl)c1)c1ccc(Cn2cc(Cl)cn2)cc1,-28%,nt,-15,?,5%,?,?,?,-9%
COc1cccc(CN(C)C(=O)c2cccc(S(=O)(=O)N3CCN(c4ccccc4)CC3)c2)c1OC,-5%,?,-3,-1%,-14%,-10%,?,13%,-3%
CCC(SC1=N/C(=C/c2ccccc2)C(=O)N1c1ccccc1)C(=O)Nc1cc(C)on1 (centres undefined),-16%,-14%,-16,3%,?,-9%,-5%,28%,-8%
O=C1CC(N2CCN(Cc3ccccc3)CC2)C(=O)N1CCc1ccccc1 (centres undefined),3%,6%,11,7%,-5%,5%,2%,26µM*,0%
Cc1ccc(-c2noc(CN(C(=O)C34CC5CC(CC(C5)C3)C4)C(C)C)n2)cc1,2%,5%,0,-4%[9.24 µM],-1%,-10%,-16%,-1%,1%
Cc1ccc2oc3c(c(=O)c2c1)C(c1cccs1)N(CCCN(C)C)C3=O (centres undefined),2%,17%,?,15%,-2%,4%,2%,13%,-5%
CCOC(=O)N1CCN(C(=O)CN(c2ccc3c(c2)OCO3)S(C)(=O)=O)CC1,-24%,-6%,-17,-6%,-4%,-18%,6%,-3%,-13%
CC(C)OC(=O)/C(C#N)=C/c1cn(Cc2ccccc2)c2ccccc12,-18%,-9%,-13,1%,12%,-2%,?,?,-16%
O=C(NNC(=O)c1cccnc1)Nc1ccc([N+](=O)[O-])cc1,21%,-15%,-3,-1%,-3%,6%,2%,-21%,0%
O=S(=O)(N/N=C1\CC(c2ccccc2)Oc2ccccc21)c1ccccc1 (centres undefined),-8%,-8%,-27,-9%,8%[9.22 µM],-11%,-3%,2%,-6%
CCOc1ccc(C(=O)CN2CCN(S(=O)(=O)c3ccc(F)cc3)CC2)cc1,?,-10%,-5,-1%,-5%,-2%,-3%,-4%,-21%
Cc1ccc(S(=O)(=O)N(C)C)cc1NC(=O)CCc1c[nH]c2ccccc12,?,-1%,14,-1%,0%,0%,-3%,-43%[inhibitor],-4%
CCOC(=O)c1c(S(=O)(=O)N(C)Cc2ccccc2)c(C)n(C)c1C,-19%,-17%,0,5%,-19%,0%,-7%,2%,3%[57.1 µM]
COc1cc(NC(=O)c2c(OC)cccc2OC)ccc1NC(=O)c1cc2ccccc2o1,?,18%,-28,-16%,-2%,-22%,-1%,9%,11%
Cc1ccc(C(=O)C2=C(O)C(=O)N(Cc3cccnc3)C2c2ccc(Cl)c(Cl)c2)o1 (centres undefined),-2%,-7%,12,-6%,14%,-3%,1%,-27%,-1%
COc1ccc(N2CSC3=C(C#N)C(c4cc(OC)ccc4OC)CC(=O)N3C2)c(OC)c1 (centres undefined),23%,-19%,52,0%,?,1%,-12%,-9%,10%
C/C(=N\Nc1ccc([N+](=O)[O-])cc1)c1ccc2c(c1)OCO2,6%,11%,-17,-8%,?,-2%,7%,?,-1%
COC(=O)c1cc(OC)c(OC)cc1NC(=S)Nc1cccc(C(C)=O)c1,2%,6%,16,14%,-8%,12%,16%,4%,-9%
O=C(CCNC(=O)c1ccccc1Cl)Nc1nnc(C2CC2)s1,-2%,-7%,22,-1%,-2%,4%,1%,13%,-5%
Cn1c(=O)cc(OCC(=O)NCCC2=CCCCC2)c2ccccc21,?,45%[activator],-11,?,-36%[inhibitor],13%,8%,0%,0%
CC(=O)Nc1ccc(Oc2ccccc2)cc1,0%,6%,20,0%,-15%,-3%,-7%,3%,0%
O=C(CNS(=O)(=O)c1ccccc1)Nc1ccc(C(F)(F)F)cc1,0%,2%,-1,-3%,-4%,-9%,0%,-10%,-13%
O=C(O)c1[nH]nc2c1COc1ccccc1-2,21%,-2%,7,6%,-5%,8%,18%,1%,-15%
Cc1nc2nc(-c3ccccc3)[nH]n2c(=O)c1C,-1%,20%,1,12%,-11%,7%,-2%,-1%,2%
O=C(O)c1ccc(Oc2ccc([N+](=O)[O-])cc2)c([N+](=O)[O-])c1,?,8%,-13,2%,13%,-10%,-12%,2%,-5%
O=C(Nc1nnc(-c2ccncc2)o1)c1ccc(Br)s1,?,-34%,50,-18%,?,?,21µM*,?,-16%
COc1ccc(C(C#N)(CCC#N)CCC#N)cc1OC,4%,8%,26,7%,-1%,9%,5%,?,-3%[57.1 µM]
Cc1ccc(SCc2cc(=O)[nH]c(/N=C(\N)Nc3cccc4ccccc34)n2)cc1,6%,5%,42,0%,-3%,-1%,5%,?,1%
Cn1c(NCCCN2CCOCC2)nc2c1c(=O)n(Cc1ccc(Cl)c(Cl)c1)c(=O)n2C,15µM*,-17%,-23,?,1%,?,-9%,?,10%
CCOC(=O)N1CCN(CC(=O)c2c(C)[nH]c3ccccc23)CC1,-8%,3%,54,-4%,1%,-4%,6%,12%,15%
O=C(NCC(=O)N1CCCC1)NN=Cc1ccccc1O,-25%,3%,52,-9%,nt,-9%,10%,nt,3%[57.1 µM]
CCC(=O)Nc1nnc(/C=C/c2ccc(OC)cc2)s1,-14%,12%,-13,-7%,?,-6%,-3%,13%,5%
CCN(C(=O)COC(=O)CSc1ccc(C(N)=O)cc1[N+](=O)[O-])C1CCCCC1,nt,-10%,22,-4%,-3%,0%,nt,4%,-24%
CC1(C)OC(=O)N(c2ccccc2)C12C=Cc1c(ccc3ccccc13)O2 (centres undefined),0%,2%,-4,-8%,?,?,0%,?,-12%
CC(=O)Nc1ccc(S(=O)(=O)NCC(=O)OCC(=O)NC23CC4CC(CC(C4)C2)C3)cc1,-24%,5%,0,0%,nt,0%,-1%,1%,-16%
CC(C)[C@@H](NC(=O)OC(C)(C)C)c1cc(C(=O)c2c(-c3ccccc3)[nH]c3ccccc23)c(N)s1,23µM*,nt,?,?,nt,?,?,nt,-9%
O=C(NCCc1nnc2ccc(SCC(=O)N3CCCC3)nn12)c1ccccc1,5%,5%,-16,0%,-3%,11%,0%,-1%,4%
O=C(NCC1CCCO1)C(c1cccs1)N(Cc1cccs1)C(=O)c1ccc(-c2ccccc2)[nH]1 (centres undefined),?,?,?,-23%,21%,?,?,?,-22%
N#Cc1cccc(CN2CCC(=O)N(CCO)CC2)c1,0%,1%,15,2%,2%[9.22 µM],8%,9%,5%,2%
Cc1ccc(N2C(=O)C(c3c(C)[nH]n(-c4ccccc4)c3=O)(C(F)(F)F)C3=C2CC(C)(C)CC3=O)cc1 (centres undefined),14%,7%,42,0%,-7%,3%,3%,3%,-10%
COc1cc(CN2CCCC(N3CCN(c4ccc(F)cc4)CC3)C2)ccc1F (centres undefined),-3%,nt,-21,1%,-12%,0%,-9%,3%,-2%
COc1ccc(S(=O)(=O)N2CCCC(C(=O)NCc3cccnc3)C2)cc1C (centres undefined),-11%,nt,-5,-10%,nt,1%,0%,nt,11%
COc1cccc(-c2coc3c(C)c4oc(=O)c(CC(=O)O)c(C)c4cc23)c1,4%,-8%,33,0%,-8%,9%,9%,18%,-10%
CN(/N=C\c1ccc(O)c(O)c1)c1nc(-c2ccccc2)cc(-c2ccccc2)n1,?,-24%,-61*,?,18µM*,?,-8%,?,-19%
COc1ccc(CCN(C)Cc2c(O)ccc3cc(Br)ccc23)cc1OC,29%,7%,-94*,-15%,17%,-14%,13%,?,8%
Cc1ccc(S(=O)(=O)Nc2ccncc2)c(C)c1N(C)S(=O)(=O)c1ccc(Cl)cc1,1%,30%,11,-2%,4%,9%,0%,-1%,-5%
O=C(NCc1cccs1)c1ccc(CS(=O)Cc2cccc(Cl)c2)o1 (centres undefined),0%,10%,-14,3%,3%,1%,15%,0%,4%
Cc1ccc(C(=O)OCC(=O)N2CCc3ccccc32)cc1,3%,19%,4,2%,-7%,0%,-4%,0%,1%
COc1cc(C(=O)OCC(=O)N2CCC(Cc3ccccc3)CC2)cc(OC)c1OC,-21%,-5%,-15,5%,-2%,8%,0%,19%,-10%
CC12CN3CC(C)(CN(C1)C3c1ccc3c(c1)OCO3)C2O (centres undefined),30%,6%,5,5%,-18%,-1%,11%,-3%,5%
CCCCOc1cccc(C(=O)Nc2ccc(NC(=O)c3ccco3)cc2)c1,?,-25%,-1,-3%,-5%,1%,-1%,?,-16%
CC(C)=CCCC(C)CN(C)CCc1ccccn1 (centres undefined),-19%,-18%,-6,15%,-3%,4%,-3%,5%,-1%
O=[N+]([O-])c1cccc(S(=O)(=O)Nc2ccccn2)c1,?,nt,-13,5%,nt,4%,6%,nt,-3%
O=C(c1ccc(Cl)cc1)N1CCN(c2ccnc3cc(Cl)ccc23)CC1,?,?,-92*,?,1%,-28%,?,24%,3%
COc1cc2cnc(-c3ccccc3)c(-c3ccc([N+](=O)[O-])cc3)c2cc1OC,-5%,2%,-10,5%,3%,-1%,-8%,16%,0%
